Screening results as filed in PubChem BioAssay.
AMA1 RON2 block = qHTS for Inhibitors of AMA1-RON; Towards Development of Antimalarial Drug Lead: Primary Screen; Plasmodium falciparum AMA1 (3D7) - RON2 peptide interaction; AlphaScreen AMA1-biotinylated RON2 peptide binding; Potency, µM (highest dose often 58.2 µM), without a hit: at the top dose activity change, negative = inhibition, most hits filed as inhibitors; 360,000 compounds, 0.2% hits;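 further: potency means the concentration at half of the fitted maximal effect; 0% = vehicle wells and -100% = peptide control; nearly all actives have a fitted effect of over 45% in size; some results filed as inactive show a strong effect at the top dose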
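AMA1 (3D7) with his tag at 25 nM final met compounds first, then biotinylated RON2 peptide at 25 nM; detection used donor plus acceptor beads, 10 µg/mL apiece, read by AlphaScreen after 30 min at room temperature.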
AmpC inh detg = qHTS Inhibitors of AmpC Beta-Lactamase (assay with detergent) | P00811 | AmpC hydrolysis of nitrocefin, absorbance 480 nm, 0.01% Triton | Potency, µM (top dose mostly 114 µM), for inactives: top-dose activity change, negative = inhibition, hits mostly inhibitors | 370,000 compounds, 0.041% hits;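 further: potency means the concentration at half of the fitted maximal effect; 0% = no-compound wells and -100% = no-enzyme wells; nearly all actives have a fitted effect of over 25% in size; some results filed as inactive show a strong effect at the top dose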
Target sequence (P00811 whole entry, looked up): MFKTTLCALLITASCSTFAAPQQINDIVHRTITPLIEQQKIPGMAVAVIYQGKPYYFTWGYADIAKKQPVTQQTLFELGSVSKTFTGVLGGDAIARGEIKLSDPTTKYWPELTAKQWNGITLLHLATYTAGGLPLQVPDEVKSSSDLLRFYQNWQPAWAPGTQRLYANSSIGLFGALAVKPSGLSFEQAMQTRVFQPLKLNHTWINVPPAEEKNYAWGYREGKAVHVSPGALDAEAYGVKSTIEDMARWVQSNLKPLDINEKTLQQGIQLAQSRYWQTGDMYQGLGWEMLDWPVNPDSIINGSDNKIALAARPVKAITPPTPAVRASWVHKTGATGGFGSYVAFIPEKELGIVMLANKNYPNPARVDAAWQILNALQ
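AmpC (5.3 nM in the dispensed reagent) in 20 mM phosphate pH 7.0 with 0.01% (detergent screen) or 0.0001% Triton X-100 was preincubated with compounds for 15 min at room temperature. Nitrocefin was then added from an 800 uM solution, and hydrolysis was followed at 480 nm.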
Sm TGR inh = qHTS Assay for the Inhibitors of Schistosoma Mansoni Peroxiredoxins; Schistosoma mansoni thioredoxin glutathione reductase (TGR), Q962Y6; purified TGR, DTNB reduction, TNB absorbance 405 nm; Potency, µM (series often up to 114 µM), inactives show at the highest dose activity change, negative = inhibition, most hits filed as inhibitors; 360,000 compounds, 3% hits; AID 485364, 2010; further: potency means the concentration at half of the fitted maximal effect; nearly all actives have a fitted effect of over 60% in size
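TGR 20 nM + NADPH 100 uM (dispensed conc.), cpd preinc 15 min RT; start with NADPH (500 uM addition) then DTNB (15 mM addition). Kinetic TNB absorbance, 405 nm filter. Four-parameter Hill fit across titration.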
FBPA Giardia inh = qHTS Assay for Inhibitors of Fructose-1,6-bisphosphate Aldolase from Giardia Lamblia; Potency, µM (series often up to 59.6 µM), for inactives: at the highest dose activity, negative = inhibition, hits mostly inhibitors; 290,000 compounds, 0.71% hits; purified Giardia FBPA; A8B2U2; further: potency means the concentration at half of the fitted maximal effect; nearly all actives have a fitted effect of over 55% in size
Target sequence (A8B2U2 whole entry, looked up): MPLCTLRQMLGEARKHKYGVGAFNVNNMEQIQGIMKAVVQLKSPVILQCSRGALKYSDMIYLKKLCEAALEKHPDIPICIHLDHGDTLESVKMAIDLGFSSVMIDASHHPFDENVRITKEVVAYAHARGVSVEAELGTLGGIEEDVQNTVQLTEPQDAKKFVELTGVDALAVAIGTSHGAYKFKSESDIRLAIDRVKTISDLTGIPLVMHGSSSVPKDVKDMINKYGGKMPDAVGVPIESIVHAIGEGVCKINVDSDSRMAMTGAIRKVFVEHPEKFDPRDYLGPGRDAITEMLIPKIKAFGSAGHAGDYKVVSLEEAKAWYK
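40 nM FBPA preincubated 10 min at RT with compound (up to 57.5 uM final), then substrate plus GAPDH/TPI/NAD/arsenate coupling and diaphorase/resazurin added. Fluorescence read after 20 min at RT, 525/598 nm.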
HCV inhibitor = qHTS Assay for Inhibitors of Hepatitis C Virus (HCV). Huh7.5.1 HCVcc-Cre infection, luciferase reporter, 44 h. Potency, µM (titrated, usually from 41.8 µM), inactives show top-dose activity change, negative = inhibition, actives largely listed as inhibitors. 340,000 compounds, 3.4% hits. AID 651820, 2012; further: potency means the concentration at half of the fitted maximal effect
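1,000 cells/well; 4 h culture; + compound; + HCVcc-Cre (~0.5 moi); 44 h; luciferase substrate, RT 15 min; read 15 sec.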
HCMV antiviral = qHTS Assay for inhibitors of the human cytomegalovirus (HCMV) | activity change, negative = inhibition, % at 57.5 µM | AID 1259415, 2018 | 410,000 compounds, 4.5% hits | HFF cells, HCMV-luciferase reporter, 72 h; active compounds read low; in the data active means activity change below about -60%; inconclusive means no clear call, values can overlap the other calls; inactive means above about -39%
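After 16 h attachment at 37C, HFF cells received test compound and HCMV-luciferase (1 PFU/cell); reporter luminescence read 72 h later, data normalized against buffer-only and known inhibitor Salinomycin.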
* = called active by the depositor; u = inconclusive; x = not tested or not shown; & = joins results of further samples; [ ] = dose if it differs, or a comment. Unless noted, the call rests on the fitted dose curve; in most records, active means well fitted curve in the direction sought with a large enough effect; inconclusive means small, poorly fitted or top-dose-only effect, or another doubt; inactive means no such curve, though single readings can be large; an effect the other way counts as inactive or inconclusive. Unless noted, on the % scale 0 is the no-effect control and ±100 the full control effect. Hits appear at their usual frequency, and some 9.3% of all compounds hit somewhere here.

Every second line gives: AMA1 RON2 block | AmpC inh detg | Sm TGR inh | FBPA Giardia inh | HCV inhibitor | HCMV antiviral
CCN(CC)CCN1C(=O)C(=O)/C(=C(/O)c2ccc(S(=O)(=O)N3CCOCC3)cc2)C1c1ccc(C(C)(C)C)cc1 (stereo unspecified)
    -11.0% | 8.2% | 7.8% | -0.2% | 3.0% | x
CCOc1cc(C)c(Cl)cc1S(=O)(=O)N(CC)CC
    10.3% | -5.2% | -10.1% | 3.5% | -20.6% | 4.5
O=C(O)C1C2CCC(O2)C1C(=O)Nc1cccc(Cl)c1 (stereo unspecified)
    -6.5% | -15.3% | 13.6% | -5.0% | 8.0% | 4.6
CCCCN(CC)CCNC(=O)c1cc2cc3ccc(Cl)cc3nc2o1
    -7.8% | 1.3% | -19.4% | -1.5% | u | 35.3
COc1ccc(OC)c(-n2c(-c3ccc(S(C)(=O)=O)cc3)cc(C=O)c2C)c1
    -7.3% | 2.4% | -3.1% | -16.2% | 9.8% | 27.1
COCCn1c(SCC(=O)c2ccc3c(c2)OCCO3)nnc1-c1ccoc1C
    5.5% | -14.2% | 28.2µM* | -0.6% | -5.2% | 13.8
O=C(CCCn1cc([N+](=O)[O-])cn1)NC1CCCCCC1
    -13.5% | u | -0.5% | 0.7% | 8.9% | -38.0
CCOc1ccc(NC(=O)COC(=O)c2c(OC)cccc2OC)cc1
    14.9% | 4.2% | -0.4% | 3.8% | u | -19.0
CCCOc1ccc(-c2c(C(=O)N/N=C/c3cccs3)nnn2-c2nonc2N)cc1
    13.0% | 2.6% | -1.4% | x | -22.4% | x
COc1cccc(CN(CC(=O)NCC2CCCO2)C(=O)CNS(=O)(=O)c2ccccc2)c1 (stereo unspecified)
    8.1% | x | x | x | 38.5%[activator] | 11.3

Following part
Every second line gives: AMA1 RON2 block | AmpC inh detg | Sm TGR inh | FBPA Giardia inh | HCV inhibitor | HCMV antiviral
COc1cc(/C=C(\CC(=O)O)c2nc3ccccc3s2)ccc1OCC(=O)Nc1ccccc1F
    1.7% | x | x | x | -1.5% | -14.2
CCOC(=O)CSc1n[nH]c(=O)n1CCc1ccccc1
    10.1% | -1.1% | 0.0% | 5.3% | 12.9% | -37.6
O=C(c1ccccc1-c1nc(-c2ccccc2)no1)N1CCCC1
    9.5% | -0.1% | -5.1% | 4.2% | u | 29.6
COC(=O)NCC(C)OC(=O)Nc1cccc(Cl)c1 (stereo unspecified)
    16.7% | -11.4% | -4.4% | -0.3% | 4.1% | -0.3
O=C(c1ccccn1)N1CCN(S(=O)(=O)c2ccc(F)cc2)CC1
    13.5% | -1.5% | 8.3% | 6.7% | 8.5% | -26.3
O=C(Cc1ccccc1)c1ccc(O)cc1
    3.3% | x | x | x | -3.2% | -6.2
C(=N\Nc1ccccn1)/c1ccc2c(c1)OCCO2
    7.5% | 9.1% | 6.2% | 0.8% | u | 2.6
Cc1cccc2sc(NC(=O)CN3C(=O)C4CC=CCC4C3=O)nc12 (stereo unspecified)
    -20.5% | 13.4% | 0.6% | -11.4% | 8.0% | 2.4
COc1cccc(OC)c1C(=O)NC(=O)Nc1c(C)cccc1C
    7.0% | u | 9.8% | 3.3% | -9.1% | -29.9
C/C(=N\NC(=O)c1cccc(S(=O)(=O)N2CCCC2)c1)c1ccncc1
    10.8% | 4.7% | -6.5% | x | -21.3% | 0.0

Next section
Every second line gives: AMA1 RON2 block | AmpC inh detg | Sm TGR inh | FBPA Giardia inh | HCV inhibitor | HCMV antiviral
O=P1(O)C=C(c2ccccc2)OC(c2ccccc2)=C1
    11.8% | -0.9% | -3.7% | u | 4.3% | 130.2
Cc1ccc(NC(=O)C(C)N2C(=O)c3ccccc3S2(=O)=O)cc1Cl (stereo unspecified)
    9.9% | u | 0.6% | x | -2.0% | -24.6
CCCC(=O)C1=C(O)C(C(=O)OC)C(C)(C)CC1=Nc1ccc(C)cc1 (stereo unspecified)
    16.0% | 4.9% | 14.2% | 0.8% | -29.5% | -21.2
Cc1c(NC(=O)c2cnn3c(C(F)(F)F)cc(-c4ccco4)nc23)c(=O)n(-c2ccccc2)n1C
    -2.5% | 4.1% | u | -0.4% | 11.0% | -62.4*
CC1CN(C(=O)CSc2cn(CC(=O)N3CCOCC3)c3ccccc23)CC(C)O1 (stereo unspecified)
    0.1% | 2.5% | -0.4% | 9.0% | 7.9% | 0.4
COCCN(C(=O)COC(=O)CCOc1cccc(C)c1)c1c(N)n(Cc2ccccc2)c(=O)[nH]c1=O
    -11.4% | 7.0% | 1.2% | x | 4.3% | -13.2
CN1CCN(C(=O)C2CCCCC2C(=O)O)CC1 (stereo unspecified)
    7.2% | -0.9% | 0.2% | 0.9% | 10.5% | 44.2
Cc1cc(C)nc(N(C#N)C(C)C(=O)N(C)C)n1 (stereo unspecified)
    15.1%[2.32 µM] | -16.3% | -2.6% | 0.6% | 0.7% | -8.2
COC(=O)c1ccc(NS(=O)(=O)N(C)C)cc1
    12.0% | -18.0% | 10.6% | 0.0% | 17.5% | -0.7
CCOc1ccc(N2CC(C(=O)NCc3ccc(F)cc3)CC2=O)cc1 (stereo unspecified)
    7.3% | -11.0% | -1.3% | 2.3% | 1.4% | 7.7

Next section:
Every second line gives: AMA1 RON2 block | AmpC inh detg | Sm TGR inh | FBPA Giardia inh | HCV inhibitor | HCMV antiviral
Cc1nc(Cl)c(C(=O)NCc2ccccc2)c(C)c1Cl
    -24.2% | -1.1% | -32.3% | 1.9% | -1.4% | -69.9*
Cn1c(=O)c2c(nc(SCC(=O)N3CCOCC3)n2C)n(C)c1=O
    -8.8% | -5.8% | -6.5% | 5.2% | 9.7% | -16.2
CC(C)N(Cc1ccccc1)C(=S)Nc1ccc(OC(F)F)cc1
    17.2% | -11.2% | -7.9% | -4.8% | -13.6% | -9.7
CCOC(=O)C1CCN(C(=O)C2CCCN(S(=O)(=O)c3ccc(OC)c(Cl)c3)C2)CC1 (stereo unspecified)
    4.4% | 0.2% | -3.0% | x | -25.4% | 3.0
COc1ccc(CCNC(=O)Cn2c(=O)cnc3ccccc32)cc1
    0.0% | 5.3% | 14.6%[11.4 µM] | 1.8% | -21.2% | -4.4
O=C(NCCCN1CCOCC1)c1cc(-c2ccc(Br)cc2)nc2ccccc12
    19.4% | -15.8% | -18.6% | x | u | -29.5
C=CCn1c(CCCOc2ccc(Cl)cc2Cl)n[nH]c1=S
    33.4%[activator] | -4.1% | -9.6% | 3.3% | -3.5% | -12.6
COCCN1C(=O)CS/C1=C(/C#N)C(=O)NCc1ccco1
    -7.2% | -5.7% | -17.1% | -12.5% | 7.2% | -83.6*
CCOC(=O)c1cnc(-n2nc(C)cc2C)nc1Oc1ccccc1F
    10.9% | 3.4% | 8.2% | u | 0.9% | 27.5
Cc1cc(C)cc(C(=O)/C=C2\NC(=O)CS2)c1
    34.0%[activator] | -8.3% | -0.1% | 3.2% | 15.3% | -17.2

Next section (two carried over from the part before).
Every second line gives: AMA1 RON2 block | AmpC inh detg | Sm TGR inh | FBPA Giardia inh | HCV inhibitor | HCMV antiviral
CCOC(=O)c1cnc(-n2nc(C)cc2C)nc1Oc1ccccc1F
    10.9% | 3.4% | 8.2% | u | 0.9% | 27.5
Cc1cc(C)cc(C(=O)/C=C2\NC(=O)CS2)c1
    34.0%[activator] | -8.3% | -0.1% | 3.2% | 15.3% | -17.2
CCN(CC)C(=O)c1ccc(Oc2ccc([N+](=O)[O-])cc2Cl)cc1
    -22.6% | -5.9% | -18.1% | 3.0% | u | 45.9
Cc1cc(C(=O)NNC(=O)CCC2CCCCC2)c(C)o1
    48.1%[activator] | -1.6% | 8.5% | 1.9% | 8.8% | -17.0
CCCC(C(=O)NCCc1ccc(S(N)(=O)=O)cc1)c1ccccc1 (stereo unspecified)
    -5.8% | u | 1.8% | 0.5% | -1.0% | -26.6
Cc1nc(N2CCCCC2)c2sc(=S)n(C)c2n1
    -6.5% | u | 4.0% | 4.4% | -13.8% | -13.3
O=C(NCCN1CCN(C(=O)c2cccc([N+](=O)[O-])c2)CC1)C(=O)NCc1ccc(Cl)cc1
    14.8% | 0.4% | 0.5% | 6.6% | x | 27.7
CC(C)N(Cc1cc2ccccc2[nH]c1=O)C(=O)c1cccc([N+](=O)[O-])c1
    8.4% | -5.1% | -2.8% | -1.8% | -8.9% | -23.5
CCn1c(=O)c(C(=O)NCCCc2ccccc2)c(O)c2ccccc21
    129.7%[activator] | -5.8% | -4.2% | -5.4% | u | -19.5
COc1ccc(CC(C)CC(=O)Nc2ccc(OC)cc2)cc1 (stereo unspecified)
    -6.2% | -1.4% | -13.1% | -6.7% | 1.4% | 11.6
Cc1ccc(NC(=O)CCC(=O)N2CCOc3ccccc32)c(Cl)c1
    -2.2% | 23.7% | -10.8%&-1.0% | -4.8% | -1.1% | 1.2&-12.9
CCn1c(=O)c2ccccc2n(Cc2cccc([N+](=O)[O-])c2)c1=O
    5.0% | -2.5% | 11.1% | 7.5% | 9.9% | x

Following part.
Every second line gives: AMA1 RON2 block | AmpC inh detg | Sm TGR inh | FBPA Giardia inh | HCV inhibitor | HCMV antiviral
COC(=O)C1CCN(c2nc3ccccc3nc2C(C#N)C(=O)NCCc2ccccc2)CC1 (stereo unspecified)
    -3.2% | 0.8% | 8.7% | 1.1% | 3.1% | 138.0
Cn1c(NC(=O)CCc2ccccc2)cc(=O)n(C)c1=O
    0.0% | -12.9% | -2.0% | 6.5% | -6.3% | 126.0
COc1c(O)ccc(C2NC(=O)NC(C)=C2C(=O)Nc2ccccc2C)c1[N+](=O)[O-] (stereo unspecified)
    -18.0% | 3.7% | 0.5% | -7.6% | 6.9% | -63.1*
CCN(C(=O)CSc1cc(C)c2cccc(C)c2n1)C1CCS(=O)(=O)C1 (stereo unspecified)
    3.7% | 0.0% | 9.7% | 0.0% | u | 42.7
COc1ccc(NS(=O)(=O)c2ccc(NC(=O)c3ccccc3)cc2)nn1
    5.5% | 0.9% | 11.5% | -1.0% | -0.1% | -36.9
CC(=O)Nc1cccc(C(=O)NNC(=O)c2ccccc2-n2cccc2)c1
    22.5% | -24.0% | -8.6% | x | 14.5% | 44.3
COc1ccc(NCC(=O)N/N=C/C=C\c2ccccc2)cc1
    34.0%[activator] | 6.7% | 8.4% | u | 0.2% | -23.5
CCOc1ccc(C(=O)Nc2c3c(nn2-c2ccc(C)cc2)CS(=O)C3)cc1OCC (stereo unspecified)
    -12.0% | u | -2.6% | 14.7% | -7.1% | 9.0
Cc1ccc2c(c1)C(c1ccccc1)NCC(=O)N2 (stereo unspecified)
    0.5% | -9.4% | 6.4% | 2.7% | 17.1% | -22.8

Some values from the entries so far.
Reading for O=C(Cc1ccccc1)c1ccc(O)cc1 under HCMV antiviral: -6.2
Reading for Cc1cc(C)cc(C(=O)/C=C2\NC(=O)CS2)c1 under AmpC inh detg: -8.3%
